A3G deaminase: APOBEC3G DNA deaminase inhibitors, primary screen, biochemical, fluorescence, single-stranded DNA substrate, uHTS. inhibition, % at 20 µM. actives 0.28% (n = 330,000). recombinant A3G, ssDNA deamination FAM/TAMRA fluorescence. AID 493012, 2011;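 active means inhibition of at least 40% at 20 µM, with no more than 30% in the related APOBEC3A deaminase screen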;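 further: plate controls were DMSO wells with A3G for no effect and wells lacking A3G enzyme for full effect; some compounds called inactive have numbers as strong as hits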
Target sequence (Q9HC16 whole entry, looked up): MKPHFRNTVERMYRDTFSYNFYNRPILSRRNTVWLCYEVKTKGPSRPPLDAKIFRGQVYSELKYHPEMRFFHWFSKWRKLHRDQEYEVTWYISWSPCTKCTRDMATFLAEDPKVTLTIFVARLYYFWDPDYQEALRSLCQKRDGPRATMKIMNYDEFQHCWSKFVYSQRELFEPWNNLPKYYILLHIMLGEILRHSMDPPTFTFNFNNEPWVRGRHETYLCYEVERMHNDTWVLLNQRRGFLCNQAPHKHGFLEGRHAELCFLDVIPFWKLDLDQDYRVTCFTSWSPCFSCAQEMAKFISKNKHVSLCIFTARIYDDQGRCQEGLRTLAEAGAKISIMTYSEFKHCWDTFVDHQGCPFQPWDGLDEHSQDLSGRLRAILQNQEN
Apaf1 inhib: inhibitors of human Apaf-1 apoptosome, primary screen, biochemical, DEVD-Rh110 fluorescence, uHTS | Apoptotic protease-activating factor 1 (Homo sapiens), O14727 | reconstituted apoptosome caspase-3 activity | inhibition, % at 20 µM | actives 0.71% (n = 330,000); active means inhibition of at least 40% at 20 µM;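 further: plate controls were DMSO wells for no effect and DEVD-CHO caspase inhibitor wells for full effect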
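Assay system: Apoptosome proteins | Medium: pH 7.5 Hepes buffer with CHAPS, BSA, DTT | Also added: Cytochrome c and DEVD-Rh110 substrate | Times: 30 min plus 50 min, RT | Detection: Rhodamine 110 fluorescence at Ex 480/Em 540 nm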
UBC13 polyUb: UBC13 polyubiquitin chain formation inhibitors, primary screen, biochemical, TR-FRET, uHTS | actives 0.47% (n = 330,000) | inhibition, % at 20 µM | Ubiquitin-conjugating enzyme E2 N (Homo sapiens), P61088 | AID 485273, 2010; in the data active means inhibition above about 45%, passing the limit was not always enough
Target sequence (P61088 whole entry, looked up): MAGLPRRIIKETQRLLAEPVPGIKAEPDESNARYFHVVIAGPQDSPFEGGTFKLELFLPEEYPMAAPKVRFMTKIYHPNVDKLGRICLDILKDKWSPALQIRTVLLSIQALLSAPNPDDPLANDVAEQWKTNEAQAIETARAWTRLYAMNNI
SENP8 block-1: human SENP8 protease inhibitors, primary screen, biochemical, fluorescence, Nedd8 protein substrate, uHTS; Sentrin-specific protease 8 (Homo sapiens), Q96LD8; recombinant SENP8; inhibition, % at 20 µM; actives 0.64% (n = 360,000); AID 602440, 2012; in the data active means inhibition mostly above about 40%, no sharp cut-off; inactive means mostly below about 27%
Target sequence (Q96LD8 whole entry, looked up): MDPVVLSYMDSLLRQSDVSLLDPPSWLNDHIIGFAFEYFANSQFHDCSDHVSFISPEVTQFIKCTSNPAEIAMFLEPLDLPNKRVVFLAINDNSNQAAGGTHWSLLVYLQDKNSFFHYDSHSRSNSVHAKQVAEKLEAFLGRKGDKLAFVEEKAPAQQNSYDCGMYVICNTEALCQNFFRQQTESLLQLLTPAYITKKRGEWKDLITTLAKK
SENP8 block-2: SENP8 protease inhibitors, primary screen, biochemical, luminescence; inhibition, % at 10 µM; AID 2540, 2010; actives 1.2% (n = 330,000); purified SENP8, Z-RLRGG-aminoluciferin cleavage; Sentrin-specific protease 8 (Homo sapiens), Q96LD8; in the data active means inhibition above about 50%
SENP6 block: SENP6 protease inhibitors, primary screen, biochemical, luminescence, uHTS; Recombinant SENP6 catalytic domain, aminoluciferin luminescence; Sentrin-specific protease 6 (Homo sapiens), Q9GZR1; AID 2599, 2010; actives 1.8% (n = 330,000); inhibition, % at 10 µM;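 active means inhibition above about 50% at the single tested dose, limit read from the data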;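 further: plate controls were DMSO wells with enzyme for no effect and DMSO wells lacking enzyme for full effect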
SENP1 FRET inh: human SENP1 catalytic domain inhibitors, primary screen, biochemical, FRET, uHTS; AID 624204, 2012; Sentrin-specific protease 1 (Homo sapiens), Q9P0U3; actives 0.21% (n = 360,000); recombinant SENP1 catalytic domain, CyPet-SUMO1-YPet FRET cleavage; inhibition, % at 10 µM;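 active means inhibition at least 30% at 10 µM, raw YFP signal under a set limit, fluorescence ratio 0.5 to 1.5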;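 further: 0% = enzyme with DMSO and 100% = no enzyme wells; some results filed as inactive read as strong as hits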
Target sequence (Q9P0U3 419-644 limits assumed): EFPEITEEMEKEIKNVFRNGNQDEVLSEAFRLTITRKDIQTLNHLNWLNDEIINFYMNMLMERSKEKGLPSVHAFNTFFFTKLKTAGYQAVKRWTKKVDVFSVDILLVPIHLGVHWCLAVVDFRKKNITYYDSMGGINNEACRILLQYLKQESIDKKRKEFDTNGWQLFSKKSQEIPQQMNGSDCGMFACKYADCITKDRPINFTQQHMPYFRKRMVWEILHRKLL
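Test system: human SENP1 catalytic domain; medium: Tris pH 8 buffer plus EDTA, NaCl, BME, BSA, NP40, catalase; incubation: 50 min reaction at room temperature; technique: FRET, CFP and YFP emission; controls: no-enzyme low control and enzyme-plus-DMSO high control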
SENP7 block: SENP7 protease inhibitors, primary screen, biochemical, luminescence, uHTS; Sentrin-specific protease 7 (Homo sapiens), Q9BQF6; recombinant SENP7, Z-RLRGG-aminoluciferin luminescence, 40 min; inhibition, % at 5 µM; actives 1.5% (n = 330,000); AID 434973, 2010;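 active means inhibition above about 50% at the single test dose, limit read from the data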;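 further: plate controls were DMSO with enzyme for no effect and no enzyme buffer wells for full effect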
* hit, by the source's call; . = no result given. Rows are unselected (roughly 3.6% active in at least one column).

SMILES	A3G deaminase	Apaf1 inhib	UBC13 polyUb	SENP8 block-1	SENP8 block-2	SENP6 block	SENP1 FRET inh	SENP7 block
CCOC(=O)N1CCN(C(=O)c2ccccc2NC(C)=O)CC1	-5	5	1	-1	3	-5	3	8
Cc1ccc(N2C(=O)CS(=O)(=O)CC2=O)cc1	-3	2	6	23	-7	-4	1	2
Cc1ccc(/C=C2\SC(=S)N(CC(=O)Nc3ncc(Cc4ccccc4Cl)s3)C2=O)cc1	-5	9	-17	.	-13	-7	.	-7
O=C(Nc1ccc(F)c(F)c1)c1ccc(-n2cncn2)c([N+](=O)[O-])c1	-9	-7	7	3	0	-20	2	8
COc1ccc(C(=O)N2CCCC2)cc1S(=O)(=O)N1CCOCC1	-1	-8	10	13	4	-2	-1	-3
COc1cc(C(=O)NCC(=O)NCCN2C(=O)S/C(=C\c3ccccc3Cl)C2=O)cc(OC)c1OC	1	6	-11	8	12	19	-1	2
O=C(COc1ccccc1[N+](=O)[O-])N/N=C/c1cccc(OC(=O)c2ccc3c(c2)OCO3)c1	-5	-3	-3	10	42	71*	2	77*
Cc1cc(C(=O)Nc2cccc(C(=O)O)c2)c(C)o1	-5	-9	12	13	68*	90*	0	84*
O=C(Nc1cc(C(F)(F)F)ccc1Cl)c1cccnc1	-6	1	6	1	-6	0	1	-2
Nc1cc(N)nc(SCC(=O)NC(=O)NC2CCCC2)n1	-7	9	-6	8	-13	8	-1	-2
COc1ccc(NC(=O)CCCCCN2C(=O)c3cccc([N+](=O)[O-])c3C2=O)c(OC)c1	0	41*	-1	18	-8	-4	-1	10
CCCCCCNC(=O)c1c(O)c2ccccc2[nH]c1=O	-4	10	8	8	-8	-16	0	5
C=CCN1C2CCCC1CC(NC(=O)Nc1cccc(C(C)=O)c1)C2 (stereo not drawn)	-1	0	5	5	3	4	-2	2
COc1ccc(CCN2CC(O)=C(c3nc4ccccc4c(=O)[nH]3)C2=N)cc1OC	-1	10	9	-300	-8	-16	-1	-5
CC1=C(C)C(=O)OC(C(C)C2CCC3C4CC=C5CC(OC6OC(COC7OC(CO)C(O)C(O)C7O)C(O)C(O)C6O)CC(O)C5(C)C4CCC23C)C1 (stereo not drawn)	-6	4	0	28	-6	-11	1	-8
Cc1cc(C(=O)COC(=O)CNC(=O)c2ccc(F)cc2)c(C)n1Cc1ccco1	-8	1	-3	7	0	-10	-5	3
Cn1cc(C(=O)C(=O)NCCc2ccccc2)c2ccccc21	-3	9	32	0	-5	10	2	3
CCOC(=O)Cn1nnnc1C(CC)N(Cc1ccccc1)Cc1cc2cc(C)ccc2[nH]c1=O (stereo not drawn)	-7	25	5	-43	0	6	2	0
Cc1nc(NC(=O)c2cccc(Cl)c2)sc1-c1csc(Nc2cccc(Cl)c2)n1	-10	-6	-44	.	13	20	.	14
Cc1ccc(C)c(N2N=C(C(=O)NCCN3C(=O)S/C(=C\c4cccnc4)C3=O)CCC2=O)c1	-1	3	-7	-12	10	-6	2	0
C=CCOc1ccc(/C=C(\C#N)C(=O)Nc2ccccn2)cc1	-7	6	6	-33	0	13	-8	-12
Cc1cc(C)n2nc(S(=O)(=O)NC3CCCCC3)nc2n1	2	-7	-2	15	1	-3	0	6
Cc1cccc(NC(=O)c2cc(-c3ccc(C)c(C)c3O)n[nH]2)c1	-3	1	-6	31	20	40	0	86*
COc1cc(C2c3[nH]c4ccccc4c3C[C@H]3C(=O)N(C4CC4)CC(=O)N23)ccc1OC(C)C (stereo partly drawn)	-8	10	3	-6	6	-2	-41	4
CC1CCN(CCCN2C(=O)C3C(C(=O)Nc4ccc(Cl)cc4)C4C=CC3(O4)C2C(=O)NC2CCCCC2)CC1 (stereo not drawn)	-11	8	4	11	-9	-12	-1	-6
CCCCCCCCCCCCCCCC[N+](C)(C)CC	-2	87*	91*	8	-8	-6	2	4
Nc1nsc2ccccc12	-5	-9	-20	9	-5	-1	0	-8
O=C(O)c1ccccc1N=N/C(=N/Nc1cc(S(=O)(=O)O)ccc1O)c1ccccc1	1	0	-27	18	18	32	3	4
CNC(=O)c1c(NC(=O)c2ccc(N3C(=O)CCC3=O)cc2)sc2c1CCCC2	-7	-1	-2	-263	-8	-2	-6	-3
O=C(NC(=S)N1CCCCC1)c1cccs1	-15	3	-18	11	-3	-22	1	-1

In the list so far, 5 contain an NH in an aromatic ring.
SMILES	A3G deaminase	Apaf1 inhib	UBC13 polyUb	SENP8 block-1	SENP8 block-2	SENP6 block	SENP1 FRET inh	SENP7 block
CCCCCCNC(=O)c1c(O)c2ccccc2[nH]c1=O	-4	10	8	8	-8	-16	0	5
COc1ccc(CCN2CC(O)=C(c3nc4ccccc4c(=O)[nH]3)C2=N)cc1OC	-1	10	9	-300	-8	-16	-1	-5
CCOC(=O)Cn1nnnc1C(CC)N(Cc1ccccc1)Cc1cc2cc(C)ccc2[nH]c1=O (stereo not drawn)	-7	25	5	-43	0	6	2	0
Cc1cccc(NC(=O)c2cc(-c3ccc(C)c(C)c3O)n[nH]2)c1	-3	1	-6	31	20	40	0	86*
COc1cc(C2c3[nH]c4ccccc4c3C[C@H]3C(=O)N(C4CC4)CC(=O)N23)ccc1OC(C)C (stereo partly drawn)	-8	10	3	-6	6	-2	-41	4

Further entries.
SMILES	A3G deaminase	Apaf1 inhib	UBC13 polyUb	SENP8 block-1	SENP8 block-2	SENP6 block	SENP1 FRET inh	SENP7 block
O=C(Nc1nccs1)c1ccc(Cl)c([N+](=O)[O-])c1	-7	-7	2	4	-5	-15	1	-6
COc1ccccc1-c1nnc(NC(=O)c2ccc3c(c2)OCO3)s1	-3	-5	10	-403	4	-3	0	4
CC(NC(=O)CNC(=O)c1ccco1)c1ccc(S(N)(=O)=O)cc1 (stereo not drawn)	-10	-6	7	4	8	-26	-1	0
CCN(CC)S(=O)(=O)c1ccc(F)c(C(=O)NCCC(C)C)c1	-1	-9	8	15	4	-2	1	1
Cc1ccc(OCc2cc(C(=O)NC(C)Cc3cccc(C)n3)no2)cn1 (stereo not drawn)	-5	-2	6	8	-1	-6	-2	3
C=CCn1c(=N)n(CC(=O)c2ccc(Br)s2)c2ccccc21	2	8	6	12	-8	9	8	3
O=C(O)c1ccccc1C(=O)NCC(O)COCC1CC=CCC1 (stereo not drawn)	-1	-4	2	11	-2	0	-1	-1
COc1cc(OC)cc(C(=O)NCc2nc(-c3ccccc3)no2)c1	-6	-13	4	8	5	4	0	7
O=C(COC(=O)c1ccc(Cl)c(S(=O)(=O)N2CCN(c3ccc(F)cc3)CC2)c1)Nc1cccc(Cl)c1	-6	-1	-15	11	3	-25	2	4
CCN(CC)CCNc1nc(-c2ccco2)c2c(c1C#N)CC(C)(C)OC2	-1	19	-4	-275	-2	5	-7	5
CCOc1ccccc1N1CC(C(=O)NNC(=O)c2ccc(F)cc2)CC1=O (stereo not drawn)	10	1	-4	2	-4	3	-1	-16
COc1ccc2c(CC(=O)OCC(=O)Nc3ccc(S(N)(=O)=O)cc3)coc2c1	-7	-30	6	-56	3	-2	-4	7
Cc1ncc([N+](=O)[O-])n1CC(=O)Nc1ccc(F)c(Cl)c1	-8	3	0	15	7	-16	2	2
N/C(=N\OC(=O)CCCOc1ccccc1)c1ccncc1	-5	-3	-14	25	-9	8	1	-10
CCN(CC(=O)Nc1c(F)cccc1F)C(=O)C1CCC1	-10	-2	-6	19	-10	-16	1	-10
O=C(COC(=O)CSc1ccc([N+](=O)[O-])cc1)NCCC1=CCCCC1	-7	-4	6	24	-2	1	3	-7
CC(C(=O)Nc1ccc(C#N)cc1)N(C)CC(=O)Nc1cccc(F)c1 (stereo not drawn)	-2	7	5	14	-1	-4	1	3
CCC(C(=O)Nc1ccc(S(=O)(=O)N2CCN(C)CC2)cc1)c1ccccc1 (stereo not drawn)	-3	3	-6	5	-1	8	2	13
CCCCC(O)(CCCC)C(=O)N/N=C(\C)c1ccc(Cl)cc1	-6	5	2	8	-8	-18	-2	3
CCOC(=O)N/N=C(\C)c1ccc(Oc2ncccn2)cc1	-7	-4	5	-19	-1	-4	2	6
CC1CC2(CCCCC2)Nc2c1ccc1ccccc21 (stereo not drawn)	3	34	6	-400	-6	8	-80	0
CCOCCCNC(=O)c1cc(=O)n(Cc2cccc(C)c2)c2ccccc12	-9	1	-6	-95	-10	-8	2	-12
C/C(=N\NC(=O)Cc1ccc(Br)cc1)c1cccnc1	-5	-9	0	9	2	-9	1	1
O=C(Cc1cccc2ccccc12)N/N=C/c1ccc2cccc(O)c2n1	-5	9	-19	-22	2	9	0	2
COCCN(C(=O)COC(=O)CCOc1ccccc1C)c1c(N)n(Cc2ccccc2)c(=O)[nH]c1=O	-9	-1	2	6	-4	2	0	-1
Cc1sc2ncnc(N3CCC(C(=O)Nc4ccc(Cl)c(Cl)c4)CC3)c2c1C	-9	42*	19	-74	4	-2	-11	-4
CC(C)(C)CN1CCN(Cc2c[nH]c3ccccc23)CC1CCO (stereo not drawn)	-1	-6	4	12	2	-10	2	5
OC(CCN1CCCC1)(c1ccccc1)C1CCCCC1 (stereo not drawn)	-4	14	-1	8	-10	4	-3	-7
O=C(O)c1ccc(/C=N/N2CCN(Cc3ccccc3)CC2)cc1	-2	5	-8	11	2	5	-1	8
Clc1cccc(-c2ccc(/C=N/n3cnnc3)o2)c1Cl	-3	23	6	1	0	5	3	-3
COc1cc(S(=O)(=O)n2cnc3ccccc32)ccc1Br	-6	-1	-1	3	-7	12	4	-6
Oc1ccc(Nc2nc(-c3cccnc3)cs2)cc1	-4	2	5	0	7	41	2	38
CCOc1ccc(-c2csc(NC(=O)c3cccc(N4C(=O)CCC4=O)c3)n2)cc1	-4	-15	58*	-17	3	-8	-1	2
Cn1nc(C(=O)Nc2ccc(Cl)c(S(=O)(=O)N3CCOCC3)c2)c2ccccc2c1=O	1	11	9	4	1	7	1	-4
O=C1OC(Nc2nc(-c3ccc(F)cc3)cs2)c2ccccc21 (stereo not drawn)	-9	13	-4	4	-10	-6	1	-5
CCOC(=O)c1c(NC(=O)c2ccc(N3C(=O)[C@@H]4[C@H](C3=O)[C@H]3C=C[C@@H]4C3)cc2)sc2c1CCCC2	-9	6	11	-340	3	5	1	0
CCN(CC)CCCNC(=O)Cn1cnc2sc(C)c(S(=O)(=O)N3CCC(C)CC3)c2c1=O	-4	6	-7	16	-2	-33	-3	-2
O=C(NNC(=S)NC(=O)c1ccccc1)c1cccc([N+](=O)[O-])c1	-1	7	-12	19	-1	-10	2	-7
CCCCN(C)C(=O)c1cccc(OC2CCN(CC(C)(C)C)CC2)c1	7	6	-15	19	-10	9	-6	-12
CC1(C)CC(=O)C=C(NCc2cccs2)C1	-5	-9	-3	-4	2	-3	-4	0
O=C(Cc1nnc(NC(=O)c2ccccc2)s1)N/N=C/c1cccc(O)c1	2	4	-12	4	-8	-3	-1	-12
Cc1ccc2nc(N3CCN(C(=O)c4ccco4)CC3)c3nncn3c2c1	-2	4	-5	-352	1	-21	-1	-10

Retrieved one by one from the list above (two):
SMILES	A3G deaminase	Apaf1 inhib	UBC13 polyUb	SENP8 block-1	SENP8 block-2	SENP6 block	SENP1 FRET inh	SENP7 block
Cn1nc(C(=O)Nc2ccc(Cl)c(S(=O)(=O)N3CCOCC3)c2)c2ccccc2c1=O	1	11	9	4	1	7	1	-4
CCOC(=O)c1c(NC(=O)c2ccc(N3C(=O)[C@@H]4[C@H](C3=O)[C@H]3C=C[C@@H]4C3)cc2)sc2c1CCCC2	-9	6	11	-340	3	5	1	0

High-throughput results (PubChem)
